eIF2B yeast act: eIF2B (yeast) activity modulation. AID 688. S. cerevisiae eIF2B-epsilon R284H, GCN4-lacZ luminescence. inhibition, % at 25 µM (by protocol). hit rate 0.91% among 27,000;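 active means mutant luminescence inhibited past about 50% while wild type luminescence and mutant growth stay under set limits, limit read from the data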; further: some compounds called inactive have numbers as strong as hits
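Times: 16 h growth with compound at 30 °C, 90 min Beta-Glo step; Assay system: yeast eIF2B-epsilon R284H mutant carrying GCN4–beta-galactosidase fusion; Measure: % inhibition of reporter signal and growth versus controls; Dosing: one concentration, 25 µM, 0.25% DMSO; Buffer or medium: YPD yeast growth medium; Measured by: Beta-Glo luminescence plus absorbance at 595 nm.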
Yeast growth tox: Compounds toxic to wild-type S. cerevisiae growth; A595 turbidity, 16 h; growth inhibition, % at 25 µM (by protocol); hit rate 0.3% among 30,000;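 active means mutant and wild-type yeast strains alike exhibit over 30% growth inhibition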;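 further: 0% = untreated cell controls and 100% = YPD media blanks without cells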
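system = S. cerevisiae wild-type or eIF2Bepsilon-R284H mutant strain | buffer or medium = YPD medium | dosing = one dose, 25 µM compound, 0.2% DMSO | schedule = 16 h at 30 °C | measured by = A595 turbidity | evaluation = growth inhibition (%) versus cell controls and blanks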
Yeast growth tox inhibition %: recorded beside Yeast growth tox, whose call it bears; growth inhibition, %; S. cerevisiae eIF2Bepsilon-R284H mutant growth, A595 turbidity, 16 h;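 each compound tested once at 25 µM; 0% equals untreated cells and 100% equals cell-free medium blanks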
eIF2B yeast act mutant toxicity: further read-out of eIF2B yeast act, marked with its call; growth inhibition, %; measured here: mutant yeast growth, toxicity;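 each compound tested once at 25 µM; zero equals untreated control growth and 100 equals blank medium absorbance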
* marks the source's active call; other numbers are inactive results; . = not tested or not shown. A portion of the library (hit frequency here may not be typical).

Molecule	Yeast growth tox inhibition %	eIF2B yeast act	Yeast growth tox	eIF2B yeast act mutant toxicity
O=C(Nc1ccc(N2CCCCC2)cc1)c1cccnc1Cl	7	14	11	7
O=C1CN(S(=O)(=O)c2ccccc2)CC(=O)N1CCc1ccccc1	-32	18	-25	-32
CCOC(=O)C1CCCN(C(=O)c2sc3nc(C)nc(N(CC)CC)c3c2C)C1 (centres undefined)	0	-1	-12	.
COc1ccccc1NC(=O)Cc1noc(CSc2nnc(N)s2)n1	10	25	2	10
O=C(NCc1ccccc1)c1cc2ccccc2o1	19	-8	10	19
CCc1cc2c(=O)n(-c3ccccc3)c(=S)[nH]c2s1	-6	11	-5	-6
COc1ccc(-n2c(SCc3nnc(-c4ccccc4)o3)nnc2-c2ccccc2)cc1	-10	8	-7	-10
OCCN(Cc1ccccc1)Cc1ccc(F)c(F)c1	11	16	24	11
CC(=O)Nc1c(C(=O)N2CCOCC2)sc2nc3c(cc12)COC(C)(C)C3	14	-3	2	14
COc1ccc2c(c1)c1c3n2CCN(C)C3=NCC1	-28	33	-3	-28
O=C(O)CCc1ccc(-c2ccccc2)o1	4	62	-6	4
Cc1cc(NC(=O)COC(=O)C(Cc2ccccc2)NC(=O)c2ccco2)no1 (centres undefined)	-14	20	13	-14
Nc1ccccc1NC(=O)c1ccccc1	.	3	.	.
Cc1nc2ccc(NC(=O)NCc3ccco3)cc2s1	10	3	-4	10
CCOC(=O)CSc1nc2ccccc2n1CC(=O)N1CCN(c2ccccc2)CC1	10	17	6	10
COc1cc(OC)cc(-c2nnc(SCC(=O)N(Cc3ccccc3)C(C)(C)C)o2)c1	-5	4	-4	-5
CCN(CC)C(=O)c1sc(NC(=O)c2ccc3c(c2)OCO3)c(C#N)c1C	3	23	20	3
COc1ccccc1CO/N=C/c1cccn1-c1nccc(N(C)C)c1C#N	10	9	18	10
Cc1cc(-c2ccccc2)nc(N2CCC(C(=O)NC34CC5CC(CC(C5)C3)C4)CC2)n1	-19	28	2	-19
Cc1cccc(N(C(=O)CCC(=O)Nc2cccnc2)C(C(=O)NC2CCCC2)c2ccncc2)c1 (centres undefined)	7	.	10	.

Another view of part of the listing above:
> COc1ccccc1NC(=O)Cc1noc(CSc2nnc(N)s2)n1
  Yeast growth tox inhibition %: 10; eIF2B yeast act: 25; Yeast growth tox: 2; eIF2B yeast act mutant toxicity: 10

> O=C(NCc1ccccc1)c1cc2ccccc2o1
  Yeast growth tox inhibition %: 19; eIF2B yeast act: -8; Yeast growth tox: 10; eIF2B yeast act mutant toxicity: 19

Further entries:
Molecule	Yeast growth tox inhibition %	eIF2B yeast act	Yeast growth tox	eIF2B yeast act mutant toxicity
O=C(O)C1OC(C(=O)O)C2C1C(F)(F)C2(F)F (centres undefined)	3	28	12	3
Cc1ccc(S(=O)(=O)c2c(N)n(CCC(C)C)c3nc4ccccc4nc23)cc1	-20	-17	18	-20
Cc1cccc(CCNC(=O)C2CCN(S(=O)(=O)c3c(C)nn(C)c3C)CC2)c1	-14	-29	-9	-14
Cn1c(=O)c2c(nc(NCc3ccccc3)n2CCCc2ccccc2)n(C)c1=O	.	-4	.	.
Cc1ccsc1C(C(=O)NC1CCCCC1)N(C(=O)c1csnn1)C1CC1 (centres undefined)	24	18	10	24
O=C(OCC1COc2ccccc2O1)c1c(F)cccc1F (centres undefined)	4	13	11	4
O=C1NCCN1CCNS(=O)(=O)c1ccc2ccccc2c1	3	-34	31	3
COc1ccc(CCN2C(=O)C3C4CC(C5C(C(=O)N/N=C\c6ccc(Cl)cc6)=NOC45)C3C2=O)cc1OC (centres undefined)	10	15	11	10
Cc1nc2ccccc2n1CCc1nc2c3ccccc3nc(SCC(=O)NCc3ccco3)n2n1	-45	19	5	-45
COc1ccccc1-c1cc(C(=O)NCc2ccccc2)no1	15	19	24	15
COc1ccc2c(c1OC)C(=O)N1c3ccccc3C(=O)N(c3ccccc3F)C21 (centres undefined)	-10	.	-9	.
O=C1S/C(=C/c2ccc(N3CCOCC3)o2)C(=O)N1Cc1ccc(F)cc1	-33	2	-8	-33
CCOC(=O)C(=O)Nc1ccc(S(=O)(=O)Nc2ncccn2)cc1	14	19	10	14
O=C(CSc1nnc(-c2ccc(F)cc2)o1)Nc1ccc(S(=O)(=O)N2CCCC2)cc1	.	-5	.	.
Cc1ccc(CNc2ccc3c(c2)OCO3)c(C)c1	-9	9	13	-9
CCS(=O)(=O)N1CCCC(C(=O)NCC2CCCO2)C1 (centres undefined)	3	32	8	3
Cn1nc(C(=O)Nc2ccc(S(=O)(=O)N3CCCC3)cc2)ccc1=O	14	0	10	14
Cc1cc(C(C#N)c2ccccc2)n2ncnc2n1 (centres undefined)	7	.	-14	.
Cc1ccc2nc(-c3ccc(NC(=O)CN4CCN(C(=O)c5ccco5)CC4)cc3)sc2c1	-32	-11	-54	-32
Cc1ccc(SCC(=O)NCc2cccnc2)cc1	27	27	23	27
CCOc1ccccc1-n1c(SCC(=O)N2CCOCC2)nnc1-c1ccccn1	-27	-1	-11	-27
COc1cc(OC)cc(-n2c3nc4ccccc4nc3c3c(=O)n(CC4CCCO4)cnc32)c1 (centres undefined)	-31	-4	-36	-31
COC(=O)c1cc2oc3ccccc3c2n1Cc1ccccn1	7	27	20	7
O=C1CC(c2ccco2)CC2=C1C1c3ccccc3C(=O)N1c1ccccc1N2 (centres undefined)	17	-16	18	17
Cc1ccc(OCc2ccc(C(=O)Nc3nccs3)o2)cc1C	0	6	3	.
CCCCCNC(CC(=O)Nc1ccc(OC)cc1)C(=O)O (centres undefined)	5	2	5	5
O=C(NCc1ccccc1)N(Cc1nc2ccccc2c(=O)[nH]1)C1CCCC1	3	23	14	3
CO/N=C(/CS(=O)(=O)c1ccc(C)cc1)c1ccc(OC)cc1	17	6	0	17
COC(=O)C(O)(CC(=O)Nc1cccc(SC)c1)C(F)(F)F (centres undefined)	.	-14	.	.
CC(C)(C)c1ccc(OCC(O)CSc2ncn[nH]2)cc1 (centres undefined)	21	.	7	.
CC(N=c1ccccn1C(=O)Nc1cccc(C(F)(F)F)c1)c1ccco1 (centres undefined)	-43	31	-3	-43
O=C(c1cc2cc(Cl)ccc2oc1=O)N1CCOCC1	0	5	3	.
O=C(CSc1nnnn1-c1ccccc1)N1CCCc2ccccc21	18	5	1	18
C=CCNC(=O)c1snnc1-c1ccccc1	22	18	7	22
Cc1c(C(=O)Nc2ccc(Cl)cn2)oc2ccccc12	-5	-8	-42	-5
CC1(C)N=C(SCC(=O)Nc2ccc(Cl)cc2Cl)C(c2ccccc2)=N1	2	.	10	.
O=C(Nc1ccc2ccccc2c1)Nc1ccc2snnc2c1	22	11	12	22
O=C(NC1CCCC1)c1cccc(S(=O)(=O)N2CCCCC2)c1	4	4	17	4
Cc1cc(C)nc(Nc2ncc(O)n2-c2ccc(C)c(C)c2)n1	5	.	9	.
CCN(CC)C(=O)CSC1=C(C#N)C(c2cccs2)C=C(C)N1 (centres undefined)	-14	-4	0	-14

Exported with values under each structure: part of the list above
Fields – Yeast growth tox inhibition %, eIF2B yeast act, Yeast growth tox, eIF2B yeast act mutant toxicity
CC(N=c1ccccn1C(=O)Nc1cccc(C(F)(F)F)c1)c1ccco1 (centres undefined)
 : -43, 31, -3, -43
O=C(c1cc2cc(Cl)ccc2oc1=O)N1CCOCC1
 : 0, 5, 3, .
O=C(CSc1nnnn1-c1ccccc1)N1CCCc2ccccc21
 : 18, 5, 1, 18
C=CCNC(=O)c1snnc1-c1ccccc1
 : 22, 18, 7, 22
Cc1c(C(=O)Nc2ccc(Cl)cn2)oc2ccccc12
 : -5, -8, -42, -5

Carrying on.
Molecule	Yeast growth tox inhibition %	eIF2B yeast act	Yeast growth tox	eIF2B yeast act mutant toxicity
CCN(CC)S(=O)(=O)c1cc(F)ccc1OC	0	-28	-8	.
CCOC(=O)C(Cc1ccccc1)NC(=O)CCc1c(C)nc2nc(C)nn2c1C (centres undefined)	0	.	11	.
Cc1ccccc1CN1CCN(C/C=C/c2ccccc2)CC1	22	20	15	22
CCCOC(=O)C1=C(C)OC23OC(N)=C(C#N)C12C(=O)c1ccccc13 (centres undefined)	15	26	-15	15
Cn1nc([N+](=O)[O-])nc1N1CCN(c2ccc(F)cc2)CC1	-20	-30	1	-20
O=C1CCCCCN1CP(=O)(O)CN1CCOCC1	14	13	-5	14
Cc1ccc(-n2c(Cc3cccs3)nnc2SCC(=O)Nc2ccc(S(N)(=O)=O)cc2)cc1	-13	-4	8	-13
O=C(Nc1nncs1)c1ccc(Br)c(S(=O)(=O)N2CCCC2)c1	12	-10	10	12
O=C(CCN1C(=O)c2ccncc2C1=O)Nc1ccc(F)cc1	-2	.	24	.
C=CCOC(=O)C1=C(C)Nc2nnnn2C1c1ccc(OC)cc1OC (centres undefined)	3	14	18	3
CCOC(=O)N1CCN(S(=O)(=O)c2ccc(OCC)c3ccccc23)CC1	-10	11	1	-10
O=C(COC(=O)c1cccc(S(=O)(=O)N2CCN(c3ccccc3)CC2)c1)NCc1ccco1	11	3	4	11
CCn1cc(C2=NOC(C(=O)Nc3cc(C)nn3-c3ccccc3)C2)c(C)n1 (centres undefined)	8	26	2	8
C=CCn1c(SCC(=O)Nc2cc(NC(C)=O)ccc2OC)nnc1-c1ccccn1	-24	-2	24	-24
C=CCNC(=O)C1CCN(S(=O)(=O)CC)CC1	8	-2	3	8
O=C(CSCc1c(Cl)cccc1Cl)NCC1CCCO1 (centres undefined)	9	-4	2	9
COc1cc(OC)c(C2=NOC(C(=O)N3CCCc4ccccc43)C2)cc1Cl (centres undefined)	11	.	2	.
CSc1ccc(Cl)c(C(=O)OCC(=O)NCc2ccco2)c1	11	20	21	11
CCOC(=O)c1sc(NC(=O)CSc2nnnn2-c2ccccc2)nc1C	-2	-19	-11	-2
CC(C)NS(=O)(=O)c1cccc2nsnc12	32	24	27	32
Cc1cc(=O)c2ccc3ccccc3c2[nH]1	10	.	6	.
O=C(Nc1cccnc1)c1ccc(F)cc1	4	-8	2	4
Cc1onc(-c2ccccc2)c1C(=O)Nc1nnc(-c2ccncc2)s1	-4	6	30	-4
CC(=O)Nc1ccc(C(=O)CS(=O)(=O)c2ccc(C)cc2)cc1	.	-3	.	.
CC(C)C(NC(=O)c1ccccc1)C(=O)NCc1ccccn1 (centres undefined)	7	10	-8	7
CCOC(=O)C1CCN(c2cc(=O)n(-c3ccccc3Cl)c(=O)[nH]2)CC1	4	12	20	4
Cn1c(C2CCCN2C(=O)OC(C)(C)C)n[nH]c1=S (centres undefined)	-3	-18	31	-3
O=C(Nc1cccnc1)c1ccccc1-c1nc(-c2ccccc2F)no1	16	11	24	16
Clc1ccc(-c2ccc(/C=N/Nc3cc(N4CCOCC4)nc(N4CCOCC4)n3)o2)cc1	.	28	.	.
CCOC(=O)c1sc(NS(=O)(=O)c2ccccc2)nc1C	5	25	-22	5
Cn1c(C(=O)N2CCN(C(=O)c3ccco3)CC2)cc2c(=O)n3ccccc3nc21	-10	8	2	-10
CCOC(=O)C(C)n1cnc2c(cnn2-c2ccc(Cl)cc2)c1=O (centres undefined)	-9	33	-3	-9
Cc1nnc(SCCC(=O)Nc2nc(-c3ccccc3)ns2)s1	11	.	2	.
COC(=O)c1c(NS(=O)(=O)c2cccs2)sc2c1CCCC2	-39	8	-10	-39
N#Cc1ccc(NC(=O)C2CC(c3ccc(F)cc3)=NO2)cc1 (centres undefined)	-18	-5	-24	-18
CCOC(=O)C1CCN(C(c2cc3ccc(C)c(C)c3[nH]c2=O)c2nnnn2C2CCCCC2)CC1 (centres undefined)	0	22	-16	.
COc1ccccc1C(c1nnnn1C(C)(C)C)N1CCN(Cc2ccccc2)CC1 (centres undefined)	17	5	-2	17
COc1ccc(NC(=O)CC2C(=O)N(c3cccc(C)c3)C(=O)N2C2CCCCC2)cc1 (centres undefined)	10	.	16	.
CC(C)C1Nc2ccc(S(N)(=O)=O)cc2C2C=CCC21 (centres undefined)	-6	22	-1	-6
Cc1ccc(Cn2nnc3c(=O)n(CC(=O)N4CCCc5ccccc54)cnc32)cc1	25	-4	9	25
CCOC(=O)C1CCCN(S(=O)(=O)c2ccc(C)cc2)C1 (centres undefined)	5	11	2	5
COC(=O)Cn1c(CN(Cc2ccccc2)Cc2ccccc2)nc2c1c(=O)[nH]c(=O)n2C	7	3	-5	7
CCOC(=O)C1CCCN(S(=O)(=O)c2cc(OCC(N)=O)c(C)cc2Cl)C1 (centres undefined)	-5	-9	-6	-5

Compound activity (PubChem BioAssay)
